# Screening results: PubChem BioAssay, several laboratories
# NCOA3 inh = inhibitors of human steroid receptor coactivator 3 (SRC3); Q9Y6Q9; HEK293 GAL4-SRC3 luciferase reporter, luminescence; inhibition, % at 3.6 µM; 360,000 tested, 0.17% active; AID 588352;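 active = inhibition above a per-campaign cutoff, the mean of all compounds plus 3 SD, cut at about 60% in these data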;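 note: 0% = DMSO-treated cells and 100% = gossypol-treated cells at 36 µM; higher means less SRC3-driven luciferase light from the GAL4 reporter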
# TWEAK-Fn14 inh = blocks TWEAK-Fn14 interaction in a reporter cell assay | 360,000 tested, 2% active | TWEAK-stimulated Fn14 reporter cells, luciferase luminescence, 8 h | inhibition, % at 10 µM | AID 1159606; in the data active = inhibition above about 50%
# EBV LMP1 NFkB = Epstein-Barr LMP1 NF-kappaB reporter inhibition; 350,000 tested, 0.69% active; inhibition, % at 12.5 µM; AID 504558; LMP1-induced NF-kappaB luciferase reporter cells, luminescence; in the data active = inhibition above about 41%;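 note: 0% = neutral control wells and 100% = reference inhibitor control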
# C8 TRAIL sens = sensitizes caspase-8 expressing cells to TRAIL. NB7+C8 cells + TRAIL, ATPlite viability luminescence. inhibition (viability loss, TRAIL sensitization), % at 10 µM. 360,000 tested, 1% active. AID 624354;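 active = compounds causing at least 50% loss of cell viability in the single-dose screen, relative to plate controls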
# TROY NFkB inh = inhibitors of TROY-dependent NF-kB signaling; Q293 LMP1-TROYcd NF-kB luciferase reporter, 4 h; inhibition, % at 10 µM; 360,000 tested, 0.98% active; AID 1347056;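 active = compounds whose plate-normalised and pattern-corrected inhibition of the luciferase reporter signal at the single screening dose is 50% or more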
# TLR9-MyD88 block = TLR9-MyD88 interaction inhibition | Q9NR96+Q99836 | inhibition, % at 4.98 µM | AID 504734 | 340,000 tested, 0.21% active | CHO BLA complementation TLR9-MyD88, CCF4 FRET ratio;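 active = inhibition above the mean over all tested compounds plus 3 SD, cut at about 21% in these data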;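 note: 0% = DMSO only wells and 100% = clavulanate BLA inhibitor control wells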
# NOD2-RIPK2 inh = NOD2-RIPK2 protein interaction inhibition. inhibition, % at 4.98 µM. O43353. 360,000 tested, 0.38% active. CHO BLA complementation NOD2-RIPK2, CCF4 ratio; in the data active = inhibition above about 21%;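 note: 0% = vehicle only and 100% = reference blocker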
# NCOA2 inhibitor = human SRC2 (NCOA2) inhibition; HEK293 GAL4-SRC2 luciferase reporter, luminescence; inhibition, % at 9 µM; 370,000 tested, 0.17% active;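 active = inhibition above the mean inhibition of all tested compounds plus 3 SD, set per campaign, cut at about 52% in these data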;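 note: 0% = DMSO treated cells and 100% = cells given Gossypol at 36 µM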
# NR5A2 inv ag = inverse agonists of human LRH-1 (NR5A2); HEK293T StAR-luciferase reporter, LRH-1 transfected, 24 h; inhibition, % at 3.6 µM; 360,000 tested, 0.13% active;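 active = inhibition above the mean inhibition of all tested compounds plus 3 SD, cut at about 73% in these data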;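 note: 0% = DMSO wells and 100% = reporter-only cells lacking LRH-1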
# NR2F2 inh = inhibitors of human COUP-TFII (NR2F2) | HEK293T NGFI-A luciferase reporter, luminescence | P24468 | 370,000 tested, 0.7% active | inhibition, % at 8.6 µM;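 active = inhibition above a per-plate cutoff, mean inhibition of test wells between control levels plus 3 SD, cut at about 38% in these data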;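 note: cells cotransfected with COUP-TFII expression vector driving the NGFI-A reporter; 0% = median of COUP-TF2 test wells and 100% = reporter-only cells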
# SRC1 inh = inhibitors of human steroid receptor coactivator 1 (SRC1); HEK293 GAL4-SRC1 luciferase reporter, luminescence; Q15788; inhibition, % at 3.6 µM; 360,000 tested, 0.12% active;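 active = inhibition above the campaign mean plus 3 SD, with each screening campaign given its own cutoff, cut at about 60% in these data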;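 note: 0% = DMSO treated cells and 100% = gossypol at 36 µM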
# Active calls of the source: *; / = no result given.
SMILES,NCOA3 inh,TWEAK-Fn14 inh,EBV LMP1 NFkB,C8 TRAIL sens,TROY NFkB inh,TLR9-MyD88 block,NOD2-RIPK2 inh,NCOA2 inhibitor,NR5A2 inv ag,NR2F2 inh,SRC1 inh
CCOC(=O)c1ccc(N2C(=O)C=C(N3CCOCC3)C2=O)cc1,4,8,1,-27,-13,-6,-11,-12,14,-5,14
c1ccc(CN2CCN(C3CCCSc4ccccc43)CC2)cc1 (configuration not stated),20,4,-3,-1,12,1,-5,-5,5,18,6
Clc1ccc2nc(-c3ccccn3)c(Nc3ccc4c(c3)OCO4)n2c1,3,-40,-7,8,-30,8,-7,-31,-26,4,-14
COC(=O)c1ccc(Oc2nc(NC(C)C)nc(N(C)C)n2)cc1,-6,-18,2,0,-28,6,-11,17,-20,7,-14
Cc1ccc(Nc2nc(-c3cccs3)cs2)nc1,-48,75*,35,65*,71*,-7,3,-17,-55,-13,-62
CC(O)Cn1c(N2CCCC2)nc2c1c(=O)n(C)c(=O)n2C (configuration not stated),-1,-4,-2,1,6,-3,2,5,-6,12,0
COc1cccc(-c2cc(C(=O)N3CCCc4ccccc43)no2)c1,-42,-18,-15,13,-10,2,-6,-16,-30,-29,-33
O=C(CN1CCCC1)Nc1ccc(F)c(Cl)c1,-5,-3,10,-4,2,-7,0,-30,-12,-17,-13
CCCNC(=O)c1cc(S(=O)(=O)N2CCCCC2)ccc1N1CCOCC1,20,-10,-14,7,8,4,1,7,5,-2,2
Clc1ccc(CN2CCCCCCC2)cc1Cl,-3,-9,-9,-9,-22,1,-5,-4,2,9,1
CC(C)C[C@H]1CNC(=O)C(=O)N1C[C@H]1CCCN1C[C@H](CC(C)C)N1C[C@H](CC(C)C)N(CCc2ccccc2)C(=O)C1=O,/,23,/,-2,5,/,-3,-4,-7,0,/
COc1ccc(OC)c(NC(=O)C2CC(/C=C/c3ccccc3)=NO2)c1 (configuration not stated),16,8,4,-3,7,-5,-1,-21,0,-5,-17
Cc1n[nH]c(=O)c2c(NC(=O)CSc3nnc(C4CC4)n3C)oc(C)c12,-11,8,-3,-8,-2,-7,-2,-2,-8,-4,6
CC1CCC2(CC1)NC(=O)N(CC(=O)N1CCN(c3ccccc3)CC1)C2=O (configuration not stated),8,2,4,6,-7,4,1,0,4,-5,-17
CCOC(=O)C1=C(c2ccccc2)c2ccccc2N(S(=O)(=O)C(F)(F)F)C1C(=O)OCC (configuration not stated),1,2,-2,15,-15,-9,7,14,-10,3,-6
Cc1ccc(NC(=O)CCC(=O)c2cccs2)nc1,-3,9,-19,17,-38,-10,-4,-33,0,-23,-62
CCCCc1ccc(NS(=O)(=O)c2cccc(C(=O)N3CCCN(C)CC3)c2)cc1,19,13,0,10,-7,-8,-2,18,1,13,0
Cn1cc(S(=O)(=O)N2CCCC2)cc1C(=O)NCc1ccccc1Cl,-4,-6,26,2,-8,4,-1,-3,14,9,13
COc1ccc2cc(CCNC(=O)C3CC3)c(=O)[nH]c2c1,1,5,-2,-9,-15,2,-9,-34,9,-4,-21
O=C(Oc1ccc(-c2nnco2)cc1)N1CCCCC1,-14,-9,-10,-29,-17,1,7,-4,-36,-24,-18
O=C(NCc1ccccc1)C(=O)NCC1OCCN1S(=O)(=O)c1ccc(Br)cc1 (configuration not stated),12,-2,-3,-1,14,-3,0,-23,17,-12,5
CCOc1cc(CN2CCCC(CNC(=O)c3ccc(F)cc3)C2)ccc1OC (configuration not stated),16,-10,-4,24,21,6,1,-10,-1,12,-12
Cc1ccc(S(=O)(=O)NC(=O)N(C)C2CCCCC2)cc1,5,2,/,3,-6,/,-5,-5,13,-3,12
CC(N=C(NS(=O)(=O)c1ccc(Cl)cc1)c1ccccc1)C(=O)O (configuration not stated),-1,-2,-1,4,-9,0,3,18,0,7,-1
CCN1CCN(C(c2cc(OC)ccc2OC)c2nnnn2Cc2ccccc2)CC1 (configuration not stated),14,-4,3,-11,6,-10,2,0,22,-1,-10

# Following part:
SMILES,NCOA3 inh,TWEAK-Fn14 inh,EBV LMP1 NFkB,C8 TRAIL sens,TROY NFkB inh,TLR9-MyD88 block,NOD2-RIPK2 inh,NCOA2 inhibitor,NR5A2 inv ag,NR2F2 inh,SRC1 inh
COc1cc(/C=N/NC(=O)c2cc(C)n(-c3ccc(F)cc3)c2C)cc(OC)c1O,-13,7,9,5,27,-7,1,-24,-20,-3,-7
COc1ccc(C(=O)N(CCc2ccccc2)Cc2ccccc2)cc1S(=O)(=O)N1CCOCC1,16,8,-2,0,-20,-6,3,-1,-12,15,6
CC1CC(=O)N(CC(=O)Nc2ccc3c(c2)OCO3)c2ccccc2S1 (configuration not stated),9,0,-5,27,11,4,1,-1,-18,5,2
CCN1CCCC1CNC(=O)Cn1cc2c(n1)CCC(C)C2 (configuration not stated),2,-11,2,-7,11,-22,-5,-10,3,-7,-22
Cc1cnc(C(=O)OCC(=O)NCc2cccc(Cl)c2)cn1,14,7,7,1,-8,-7,-15,-4,3,14,-3
COc1ccc(-n2nc(C(=O)NCC(=O)O)c3ccccc3c2=O)cc1,-13,15,1,12,19,8,1,-17,5,1,-47
Cn1c(=O)c2c(-c3ccccc3)n(-c3ccc(N)cc3)cc2n(C)c1=O,8,4,/,5,12,/,-5,-23,23,13,1
Cc1[nH]nc(SCC(=O)NCC(C)C)c1[N+](=O)[O-],8,10,-7,-14,-4,6,-2,7,-9,-11,-50
C/C(=N\Nc1ccc(C(=O)O)cc1)c1ccc(Br)cc1,-102,66*,4,5,14,3,-14,-43,-135,-46,-99
COc1ccc(-n2nc(C(=O)NCC(=O)NC(C)C)c3ccccc3c2=O)cc1,2,-14,-12,-5,7,-11,-12,2,-12,-10,4
COc1ccc(NC(=O)C2(C)Cc3c(-c4ccccc4)ccnc3O2)cc1OC (configuration not stated),-3,-8,/,-5,7,/,-12,15,-19,4,12
CCOC(=O)c1c(C)[nH]c(C(=O)OCc2ccccc2)c1C,-100,-6,-54,22,-21,-2,-12,-77,-128,-58,-88
O=C(Nc1ccc2c(c1)OCCO2)NC12CC3CC(CC(C3)C1)C2,-113,-23,-38,3,-10,-1,12,-66,-141,-79,-93
COc1ccc(-c2nc(N)nc(C)c2-c2ccc(Cl)cc2)c(O)c1,-4,33,-1,2,-19,-1,8,16,-26,14,10
CCN(CC)S(=O)(=O)c1cccc(C(=O)N[C@H](C(=O)O)C(C)C)c1,2,-2,-1,4,-2,1,-1,6,13,-3,4
COc1ccc(CN2CCOCCOCCN(Cc3ccc(OC)cc3)CCOCCOCC2)cc1,17,0,4,-6,5,9,-3,-9,9,12,11
C#CCNC(=O)C1=C[C@H](c2ccccc2)C[C@H](OCCCCO)O1,-25,-5,-11,-4,-23,-4,4,12,-16,-13,12
COc1cccc(NC(=O)CN(C)C(=O)c2c(C)noc2C)c1,-1,10,9,1,16,-15,-1,-16,-11,-17,1
CCC(Sc1nnnn1-c1ccccc1)C(=O)NC(C)c1ccccc1 (configuration not stated),13,-6,2,6,4,-2,-12,/,0,/,-12
[O-][n+]1ccc(C2CC2)cc1,10,-18,-6,-3,3,8,0,-24,-6,0,-3
CCN=c1sc(C(=O)OC)cc(=O)n1CC,3,4,-2,-19,-11,-4,-7,-28,-16,15,-19
COc1ccccc1N(CN1C(=O)c2ccccc2C1=O)C(=O)c1cccc(C)c1,-5,7,-7,-3,2,-3,-2,3,5,-6,4
CC(C)Cc1nnc(NC(=O)c2ccc3c(=O)n4c(nc3c2)CCC4)s1,-35,-8,1,4,-5,7,-10,0,14,-6,-11
CC(C)=CCC/C(C)=C/CNC(=O)C[C@H]1C[C@H](C(=O)N2CCOCC2)[C@@]2(C)c3[nH]c4cc(-c5ccco5)ccc4c3CCN2C1=O,6,24,-4,11,2,-3,-1,/,18,/,18
COc1ccc(/C=C2\CCCC3C2=NN(C(=O)c2ccco2)C3c2ccc(OC)c(OC)c2)cc1OC (configuration not stated),-5,-2,11,-5,-12,9,-1,-24,-14,5,-12
O=C(CCN1CCCCCC1)Nc1ccc2c(c1)OCCO2,9,-9,-3,1,5,9,-5,10,3,-1,-26
CCC1CCCCN1C(=O)COC(=O)c1cc2ccccc2cc1O (configuration not stated),-14,-24,1,-1,-22,-9,-10,2,-7,-4,-15
CC1=CC(C)(C)N(C(=O)CN2C(=O)CCC2=O)c2ccccc21,13,-1,4,-6,-5,-6,-1,2,-3,-3,-8
O=C(O)c1cccc(N2C(=O)C3C4C=CC(C4=C(c4ccccc4)c4ccccc4)C3C2=O)c1 (configuration not stated),1,0,-8,19,-6,/,-6,-44,13,2,8
CN(Cc1ccccc1)S(=O)(=O)c1ccc(NC(=O)c2ccccc2C(=O)O)cc1,2,-2,-1,-7,-16,-1,5,12,-4,9,-45

# Of the compounds above, 7 have a Cl atom:
SMILES,NCOA3 inh,TWEAK-Fn14 inh,EBV LMP1 NFkB,C8 TRAIL sens,TROY NFkB inh,TLR9-MyD88 block,NOD2-RIPK2 inh,NCOA2 inhibitor,NR5A2 inv ag,NR2F2 inh,SRC1 inh
Clc1ccc2nc(-c3ccccn3)c(Nc3ccc4c(c3)OCO4)n2c1,3,-40,-7,8,-30,8,-7,-31,-26,4,-14
O=C(CN1CCCC1)Nc1ccc(F)c(Cl)c1,-5,-3,10,-4,2,-7,0,-30,-12,-17,-13
Clc1ccc(CN2CCCCCCC2)cc1Cl,-3,-9,-9,-9,-22,1,-5,-4,2,9,1
Cn1cc(S(=O)(=O)N2CCCC2)cc1C(=O)NCc1ccccc1Cl,-4,-6,26,2,-8,4,-1,-3,14,9,13
CC(N=C(NS(=O)(=O)c1ccc(Cl)cc1)c1ccccc1)C(=O)O (configuration not stated),-1,-2,-1,4,-9,0,3,18,0,7,-1
Cc1cnc(C(=O)OCC(=O)NCc2cccc(Cl)c2)cn1,14,7,7,1,-8,-7,-15,-4,3,14,-3
COc1ccc(-c2nc(N)nc(C)c2-c2ccc(Cl)cc2)c(O)c1,-4,33,-1,2,-19,-1,8,16,-26,14,10

# The list is partial (hit frequency here may not be typical).
